High-throughput results from PubChem.
Polio RdRp inh – inhibitors of poliovirus RNA polymerase binding and polymerization; P03300; % elongation, % (compound at 16.7 µg/mL); poliovirus polymerase elongation, fluorescence polarization; hits give low values; actives 0.66% (n = 150,000); in the data active means % elongation below about 90%; further: some results filed as inactive read as strong as hits
Target sequence (P03300 1749-2209 limits assumed): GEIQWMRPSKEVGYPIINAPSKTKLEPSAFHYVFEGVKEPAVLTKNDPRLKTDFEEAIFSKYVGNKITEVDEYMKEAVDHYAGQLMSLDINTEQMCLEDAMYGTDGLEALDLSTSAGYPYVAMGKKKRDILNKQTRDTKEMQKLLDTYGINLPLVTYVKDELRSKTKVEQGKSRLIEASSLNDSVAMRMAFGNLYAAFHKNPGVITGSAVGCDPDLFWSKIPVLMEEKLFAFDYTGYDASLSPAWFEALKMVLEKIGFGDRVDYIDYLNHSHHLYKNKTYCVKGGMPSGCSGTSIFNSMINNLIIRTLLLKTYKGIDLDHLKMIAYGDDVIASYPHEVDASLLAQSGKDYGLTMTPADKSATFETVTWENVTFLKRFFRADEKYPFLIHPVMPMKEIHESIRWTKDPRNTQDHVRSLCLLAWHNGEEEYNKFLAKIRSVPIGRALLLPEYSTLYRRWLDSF
Polio RdRp inh FP z-score – second read-out of Polio RdRp inh, no call of its own (marks repeat the call); z-score; measured here: FP z-score; hits read low
Active calls of the source: *. Some of the compounds tested, so the mix of outcomes need not match the whole.

[1] Cc1ccc2cc3c(N)nn(C(=O)c4cccc(F)c4)c3nc2c1
[2] Cc1ccc(/C=C/c2onc(C)c2S(=O)(=O)N2CCC(C(=O)N(CCC(C)C)Cc3ccco3)CC2)cc1
[3] CC(C)(C)C(=O)NCC(c1cccnc1)N1CCN(c2ccccc2)CC1 (configuration not stated)
[4] CCNC(=O)c1snc(Nc2ncc(C)o2)c1N
[5] CCOC(=O)c1cccc(NC(=O)c2cc3cc4cc(OC)ccc4nc3s2)c1
[6] COc1cc(C)nc(OCCNS(=O)(=O)c2cc(C)ccc2C)n1
[7] CCc1ccccc1NC(=O)C1CCN(c2nn3c(=O)cc(C)nc3s2)CC1
[8] O=C(Cc1ccccc1)Nc1ccc(Cl)c(Cl)c1
assay / entry	1	2	3	4	5	6	7	8
Polio RdRp inh	108	107	102	101	115	102	106	103
Polio RdRp inh FP z-score	0.4	0.1	0.3	0.4	0.7	0	-0.3	0

[9] CC1CCCN(CCCNC(=O)c2cn(C)c3ccc(S(=O)(=O)N(C)C4CCCCC4)cc3c2=O)C1 (configuration not stated)
[10] CCOC(=O)N1CCN(C(=S)Nc2ccc(C)c(C)c2)CC1
[11] CCN(CC)C(=O)c1ccc(NC(=O)CCn2nc(-c3ccc(Cl)cc3)c3ccccc3c2=O)cc1
[12] CC(=O)N1CCc2c(sc3c2c(=O)n(-c2ccc(C)cc2)c(=O)n3Cc2c(F)cccc2Cl)C1
[13] COc1ccc(CNC(=O)CCc2c(C)nc3c(c2C)c(=O)n(C)c(=O)n3C)cc1
[14] Cc1cccn2c(=O)c(C=Nc3ccc(Cl)cc3)c(NCCO)nc12
[15] Fc1ccc(-c2noc3ncnc(NCC4CCN(Cc5ccc(Cl)cc5)CC4)c23)cc1
[16] COc1ccccc1OCCn1c(NC(=O)c2ccccc2)nc2ccccc21
assay / entry	9	10	11	12	13	14	15	16
Polio RdRp inh	104	106	107	103	106	100	117	108
Polio RdRp inh FP z-score	0	0.2	0.4	-0.3	-0.3	-0.4	1	0.5

Compound profiles (already shown). Screens in order: Polio RdRp inh | Polio RdRp inh FP z-score
`COc1ccccc1OCCn1c(NC(=O)c2ccccc2)nc2ccccc21` is entered as 108 | 0.5
`Cc1cccn2c(=O)c(C=Nc3ccc(Cl)cc3)c(NCCO)nc12` is entered as 100 | -0.4
`CCN(CC)C(=O)c1ccc(NC(=O)CCn2nc(-c3ccc(Cl)cc3)c3ccccc3c2=O)cc1` is entered as 107 | 0.4
`COc1ccc(CNC(=O)CCc2c(C)nc3c(c2C)c(=O)n(C)c(=O)n3C)cc1` is entered as 106 | -0.3
`CCOC(=O)N1CCN(C(=S)Nc2ccc(C)c(C)c2)CC1` is entered as 106 | 0.2

Going on with the list.
[17] O=C(NC1CCCCCC1)c1ccc2c(=O)n3c(nc2c1)CCCCC3
[18] COc1ccc(CNC(=O)C(C)Nc2cc(OC)c(Cl)cc2OC)cc1 (configuration not stated)
[19] COCC(C)NC(=O)c1ccc2c(c1)OCO2 (configuration not stated)
[20] O=C(NCc1ccccc1)c1cnc(N2CCOCC2)nc1
[21] CNS(=O)(=O)c1cn(CC(=O)N2CCN(c3ccccc3OC)CC2)cc1S(=O)(=O)NC
[22] N=C(N)SCCN1C(=O)c2ccccc2C1=O
[23] Cn1c(-c2ncc(C(F)(F)F)cc2Cl)n[nH]c1=S
[24] Cc1ccc(Cn2c(CNS(=O)(=O)c3cccc([N+](=O)[O-])c3)nc3cccnc32)cc1
assay / entry	17	18	19	20	21	22	23	24
Polio RdRp inh	103	103	103	100	101	108	109	108
Polio RdRp inh FP z-score	0	0	0.3	0	-0.8	0.8	1.3	0.1

3 entries drawn at random from those above:
[17] O=C(NC1CCCCCC1)c1ccc2c(=O)n3c(nc2c1)CCCCC3
[22] N=C(N)SCCN1C(=O)c2ccccc2C1=O
[24] Cc1ccc(Cn2c(CNS(=O)(=O)c3cccc([N+](=O)[O-])c3)nc3cccnc32)cc1
assay / entry	17	22	24
Polio RdRp inh	103	108	108
Polio RdRp inh FP z-score	0	0.8	0.1

Remaining list, next part:
[25] Fc1cccc(Cl)c1-c1[nH]c(=S)nc2[nH]c(=S)[nH]c(=S)c12
[26] CNS(=O)(=O)c1ccc(C(=O)NCC(=O)N2CCCC2c2ccc3c(c2)OCCCO3)cc1 (configuration not stated)
[27] Cc1ccc(-c2noc(CN(C(=O)C(c3ccccc3)c3ccccc3)C(C)C)n2)cc1
[28] O=c1[nH]c2ccc(NCc3ccc(Cl)cc3)cc2[nH]1
[29] CCCNC(=O)c1cccc(Oc2ccccc2)c1
[30] Cc1ccc(NC(=O)N2CC=C(c3c[nH]c4ccccc34)CC2)cc1
[31] CC(OC(=O)c1cccc2ccccc12)C(N)=O (configuration not stated)
[32] Cc1cc(SCC(=O)Nc2nsc(-c3ccc(C(C)(C)C)cc3)n2)nc2ccccc12
assay / entry	25	26	27	28	29	30	31	32
Polio RdRp inh	108	104	100	98	101	102	97	104
Polio RdRp inh FP z-score	0.5	0.1	-1.3	-1.6	-0.5	-0.1	-1	-0.2

[33] O=C(c1cnn(-c2cccc(F)c2)c1-n1cccc1)N1CCc2ccccc21
[34] CCOC(=O)c1c(-c2ccc(C)cc2)csc1NC(=O)c1cc(=O)c2ccc(C)cc2o1
[35] COC(=O)Cc1nc(C)cs1
[36] CC(C)CN(CC(C)C)C(=O)c1cc2c(Cl)nc3ccccc3c2s1
[37] N=C1C(c2ccccc2)=C(O)CN1Cc1ccccc1
[38] COC(=O)C1=C(C)N(c2ccccc2Cl)C(=O)/C1=C\c1cccs1
[39] CCc1ccc2ncc(S(=O)(=O)c3ccccc3)c(N3CCCCC3)c2c1
[40] Cc1ccc(NC(=O)N2CC3CCCN3c3ccccc32)cc1Cl (configuration not stated)
assay / entry	33	34	35	36	37	38	39	40
Polio RdRp inh	99	98	101	100	108	101	100	102
Polio RdRp inh FP z-score	-1.2	-1.7	-0.2	-1.2	2.5	-0.1	-1.3	-0.9

[41] FC(F)Oc1ccccc1/C=N/n1cnc2ccccc21
[42] COCCN1C(=O)c2ccc(C(=O)Nc3ccccc3)cc2C1=O
[43] CC(C)NC(=O)COCc1cc(-c2ccco2)on1
[44] CC(C)c1ccc(NC(=O)CCS(=O)(=O)c2ccc(Br)s2)cc1
[45] Cc1nnc(Nc2ccc(C(=O)N3CCCCC3)cc2)c2ccccc12
[46] COc1ccc2c(c1)c(=O)c(S(=O)(=O)c1ccccc1)cn2CC(=O)Nc1ccc(C)c(Cl)c1
[47] Cc1cc(C)c(C#N)c(=O)[nH]1
[48] COc1ccc(Cn2ccc3nc4ccn(Cc5ccc(OC)cc5)c(=O)c4cc3c2=O)cc1
assay / entry	41	42	43	44	45	46	47	48
Polio RdRp inh	98	101	100	104	103	109	111	101
Polio RdRp inh FP z-score	-0.2	-0.2	-0.5	0.1	0.6	0.4	1.4	0.2

[49] O=S(=O)(/C=C/c1ccccc1)N1CCN(Cn2cnc3ccccc32)CC1
[50] O=C(c1ccco1)n1nc(-c2ccc(Cl)cc2)nc1NCc1ccccc1
[51] CC1CCCCN1C(=O)CN1CCSc2ccccc21 (configuration not stated)
[52] O=C(CN1CCN(c2ncnc3scc(-c4ccc(Cl)cc4)c23)CC1)NC1CC1
[53] O=C(Nc1cccc(-c2cn3cccnc3n2)c1)c1cc(Br)ccc1Cl
[54] CCCCN(C)c1sc(S(C)(=O)=O)nc1S(=O)(=O)c1ccc(C)cc1
[55] N#Cc1c(/N=C/c2c(O)n(Cc3ccco3)c(=O)[nH]c2=O)sc2c1CCCC2
[56] Cc1cccc(NC(=O)NCc2nc(-c3cccc(C)c3)no2)c1
assay / entry	49	50	51	52	53	54	55	56
Polio RdRp inh	103	105	89	105	97	105	105	103
Polio RdRp inh FP z-score	0.1	0.1	-4.2	0.4	-2.3	1.3	0.3	-0.5

[57] Cc1ccc(NC(=O)CCCn2c(=O)c3cccn3c3ccccc32)cc1C
[58] CC1(C)C(C)(C(=O)O)C12CCC2C(=O)NCc1ccco1 (configuration not stated)
[59] S=C(Nc1cccnc1)N(CCc1ccccc1)Cc1ccccc1
[60] CCOC(=O)C1=CN(Cc2ccc(F)cc2)C=C(C(=O)OCC)C1c1ccc(C(F)(F)F)cc1
[61] COc1ccccc1C(=O)COC(=O)Cc1ccccc1F
[62] C=CCn1c(CSc2nnc(-c3ccccc3)n2C)n[nH]c1=S
[63] O=S(=O)(c1cccc(-c2nnc(Sc3ncnc4sc5c(c34)CCC5)o2)c1)N1CCCCC1
[64] O=C(O)C1C2CCC(CC2)C1C(=O)N1CCN(S(=O)(=O)c2ccc(F)cc2)CC1 (configuration not stated)
assay / entry	57	58	59	60	61	62	63	64
Polio RdRp inh	113	102	105	103	101	101	110	100
Polio RdRp inh FP z-score	1	0.1	0.3	0.6	-0.3	-0.6	1	-0.9

[65] CC1(C(=O)O)Sc2[nH]c(=O)sc2C2c3ccccc3OC(=O)C21 (configuration not stated)
[66] Cc1cc(=O)oc2cc(NC(=S)N3CCCC3)ccc12
[67] CCOc1cc(/C=C2\SC(=S)NC2=O)cc(Cl)c1OC(=O)c1ccc(OC)cc1
[68] Cc1cc(C)cc(N2CCn3c2nc2c3c(=O)n(Cc3c(F)cccc3Cl)c(=O)n2C)c1
[69] Cc1sc2c(c1C)c(=O)n(CCc1ccccc1)c(=O)n2Cc1ccccc1Cl
[70] N#Cc1ccccc1COC(=O)c1ccc(-n2cccc2)cc1
[71] CCOC(=O)C1NC(=O)CC1c1ccccc1 (configuration not stated)
[72] Cc1nn(CCC(N)=S)c2nc(-c3ccccc3)ccc12
assay / entry	65	66	67	68	69	70	71	72
Polio RdRp inh	98	102	116	99	107	101	104	73*
Polio RdRp inh FP z-score	-0.1	0.8	4.4	-1.5	0.4	-0.5	0.8	-5.3*

Shown as labelled records: part of the list above.
40) Cc1ccc(NC(=O)N2CC3CCCN3c3ccccc32)cc1Cl (configuration not stated)
  Polio RdRp inh = 102	Polio RdRp inh FP z-score = -0.9
41) FC(F)Oc1ccccc1/C=N/n1cnc2ccccc21
  Polio RdRp inh = 98	Polio RdRp inh FP z-score = -0.2
42) COCCN1C(=O)c2ccc(C(=O)Nc3ccccc3)cc2C1=O
  Polio RdRp inh = 101	Polio RdRp inh FP z-score = -0.2
43) CC(C)NC(=O)COCc1cc(-c2ccco2)on1
  Polio RdRp inh = 100	Polio RdRp inh FP z-score = -0.5

Additional entries follow.
[73] CCCCCn1c(C(C)NC(=O)c2ccccc2)nc2ccccc21 (configuration not stated)
[74] O=C(Nc1ccccc1)NN1CC(=O)N(c2ccc(Cl)cc2)CC1=O
[75] O=C(CC1CC2CCC1C2)NCc1ccc(F)cc1 (configuration not stated)
[76] CC(C(=O)NC1(C#N)CCCCC1)N1CCN(S(=O)(=O)c2ccc(Br)s2)CC1 (configuration not stated)
[77] CCOc1ccccc1C1C(C(N)=O)=C(C)Nc2nc(-c3ccccc3Cl)nn21 (configuration not stated)
[78] CCN1CCCC1CNC(=O)C(NC(=O)c1ccc(C23CC4CC(CC(C4)C2)C3)cc1)C(C)C (configuration not stated)
[79] CCOc1ccc(CNCc2c(C(=O)O)c(C)n(Cc3ccc(F)cc3Cl)c2C)cc1
[80] CCN1C(=O)C2C(C1=O)N1C(c3ccccc3)C3C(=O)N(CC)C(=O)C3N1C2c1ccccc1 (configuration not stated)
assay / entry	73	74	75	76	77	78	79	80
Polio RdRp inh	103	102	104	102	106	99	100	102
Polio RdRp inh FP z-score	-0.6	0.2	1.5	-0.1	0.4	-0.1	-1	0.4

[81] CC(C)CN(CC(C)C)c1nnc(NC(=O)NCc2ccco2)s1
[82] COC(=O)c1ccc(CSc2nc3c([nH]c4ccccc43)c(=O)n2-c2cccc(Cl)c2)o1
[83] Cc1ccc(C(=O)Sc2n[nH]c(-c3cccs3)n2)cc1
[84] COc1ccc(OC)c(N2C(=O)C=CC2=O)c1
[85] Cc1cccc(-n2ccnc2SCC(=O)N2CCc3ccccc32)c1
[86] CCC(=O)Nc1nc(-c2ccc3c(c2)CC(C)N3S(C)(=O)=O)cs1 (configuration not stated)
[87] COc1ccc(C2C(C(=O)/C=C/c3ccccc3)=C(O)C(=O)N2CCO)cc1 (configuration not stated)
[88] Cc1ccc(C)c(NC(=O)c2nc(S(C)(=O)=O)ncc2N(Cc2ccc(C(C)(C)C)cc2)Cc2ccco2)c1
assay / entry	81	82	83	84	85	86	87	88
Polio RdRp inh	103	108	99	99	103	101	106	107
Polio RdRp inh FP z-score	1	0.3	-0.5	-0.3	0.6	-0.3	0.1	0

[89] CCOC(=O)c1c(C)n(CC)c2cc(Br)c(OC)cc12
[90] CN(c1ncnc2onc(-c3ccc(F)cc3)c12)C1CCCCC1
[91] O=c1cc(O)sc2ccccc12
[92] CCC(=O)Nc1ccc2nc(SCCOc3ccc(C)cc3OC)sc2c1
assay / entry	89	90	91	92
Polio RdRp inh	106	104	101	111
Polio RdRp inh FP z-score	1	0.3	0.1	0.9
